From PubChem
RBBP9 inh = blocks human serine hydrolase RBBP9 | O75884 | inhibition, % at 7.94 µM | recombinant RBBP9, FP-Rh probe fluorescence polarization | 0.2% of 220,000 active;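 active = inhibition above the campaign mean of all tested compounds plus 3 SD, cut at about 14% in these data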;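 note: plate controls were DMSO wells with RBBP9 for no effect and wells lacking RBBP9 protein for full effect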
Target sequence (O75884 whole entry, looked up): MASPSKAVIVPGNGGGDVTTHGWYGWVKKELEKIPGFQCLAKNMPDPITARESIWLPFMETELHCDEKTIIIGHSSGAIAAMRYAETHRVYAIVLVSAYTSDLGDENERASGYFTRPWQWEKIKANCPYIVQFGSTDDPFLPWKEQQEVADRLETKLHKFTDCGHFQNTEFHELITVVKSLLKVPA
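System: RBBP9 protein | Quantity: 2.5 µM RBBP9 dispensing solution, before mixing | Reagent: FP-Rh probe, 375 nM dispensing solution | Timing: Enzyme-compound preincubation 30 min, then probe labeling 45 min, 25 °C | Measured by: Fluorescence polarization | Read-out: % inhibition | Replication: One well per compound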
EBV gp42 inh = blocks Epstein-Barr virus glycoprotein 42 binding | Q1HVG2 | Fluorescence polarization binding assay, mP read-out | inhibition, % (tested at 21.74 µM) | 0.42% of 220,000 active; in the data active = inhibition above about 50%
Target sequence (Q1HVG2 whole entry, looked up): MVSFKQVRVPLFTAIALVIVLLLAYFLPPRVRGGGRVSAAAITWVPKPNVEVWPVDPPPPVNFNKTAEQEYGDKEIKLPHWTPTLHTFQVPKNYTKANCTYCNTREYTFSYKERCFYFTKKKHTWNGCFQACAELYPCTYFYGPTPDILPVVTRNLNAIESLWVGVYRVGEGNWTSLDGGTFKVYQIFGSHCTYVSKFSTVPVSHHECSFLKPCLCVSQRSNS
Runt-CBFb FRET = Runt domain-CBFb interaction inhibition; AID 1496; Cerulean-Runt/Venus-CBFb FRET ratio 530/480, 1 h; inhibition, % at 20 µM; Q01196+Q13951; 0.46% of 220,000 active;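 active = inhibition over about 50% at 20 µM in the single-dose screen, limit read from the data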;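 note: 0% = DMSO wells and 100% = excess unlabeled CBFb competitor control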
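System: Cerulean-labeled Runt domain protein | Quantity: 100 nM of each labeled protein | Schedule: 1 h compound exposure, room temperature | Detection: Fluorescence energy transfer, 422 nm excitation, 530/480 nm emission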
p97 ATPase inh = human p97 ATPase inhibition | AID 1481 | inhibition, % at 8 µM | 0.42% of 220,000 active | recombinant p97 ATPase, Kinase-Glo ATP luminescence, 3 h | P55072; in the data active = inhibition above about 15%;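 note: 0% = DMSO vehicle and 100% = wells lacking enzyme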
m-calpain inh = blocks pig calpain II enzyme activity. inhibition, % at 16 µM. 0.37% of 220,000 active. purified calpain II, fluorogenic peptide substrate, 30 min;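 active = inhibition above about 50%, limit read from the data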
Furin inhibitor = inhibitors of human furin. P09958. purified furin, fluorogenic substrate cleavage. inhibition, % at 30 µM. 0.061% of 220,000 active. AID 463115; in the data active = inhibition above about 25%; note: inactives centre near -15
Target sequence (P09958 108-714 limits assumed): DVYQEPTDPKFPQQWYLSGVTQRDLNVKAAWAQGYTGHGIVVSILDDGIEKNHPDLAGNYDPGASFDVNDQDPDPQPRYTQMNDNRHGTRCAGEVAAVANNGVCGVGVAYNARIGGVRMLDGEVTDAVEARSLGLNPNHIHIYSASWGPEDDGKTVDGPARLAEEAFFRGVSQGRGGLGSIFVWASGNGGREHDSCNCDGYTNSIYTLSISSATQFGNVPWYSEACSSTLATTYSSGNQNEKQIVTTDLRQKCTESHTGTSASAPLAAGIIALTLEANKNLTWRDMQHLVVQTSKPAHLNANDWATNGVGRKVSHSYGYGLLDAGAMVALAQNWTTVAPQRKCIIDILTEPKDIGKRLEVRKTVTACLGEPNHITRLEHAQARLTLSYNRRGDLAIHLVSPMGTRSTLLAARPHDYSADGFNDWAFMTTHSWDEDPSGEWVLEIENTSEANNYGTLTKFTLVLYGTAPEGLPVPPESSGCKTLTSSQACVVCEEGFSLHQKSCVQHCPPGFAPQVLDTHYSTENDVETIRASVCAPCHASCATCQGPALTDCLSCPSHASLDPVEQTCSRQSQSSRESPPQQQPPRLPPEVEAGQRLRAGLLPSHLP
NCF1 inh = p47phox (human) inhibition | p47phox/p22phox peptide binding, fluorescence polarization, 2 h | inhibition, % at 24.7 µM | P14598 | 0.53% of 220,000 active;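 active = inhibition above about 30%, limit read from the data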;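 note: 0% = p47phox with labelled peptide and 100% = labelled peptide alone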
Runt-SMMHC FRET = blocks binding of human RUNX1 Runt domain to CBFb-SMMHC; Q01196+Q13951; Cerulean-Runt/Venus-CBFb-SMMHC FRET ratio 530/480, 1 h; inhibition, % at 20 µM; 0.74% of 220,000 active;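 active = mean inhibition across duplicate retests at 20 µM reaching about 50%, limit read from the data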;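 note: 0% = DMSO wells and 100% = wells with excess untagged CBFb-SMMHC; inhibitors lower the FRET ratio by blocking Runt binding to CBFb-SMMHC; some results filed as inactive read as strong as hits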
Tb hexokinase = T. brucei hexokinase 1 inhibition | inhibition, % at 10 µM | recombinant TbHK1, G6PDH-coupled NADH A340 | 0.11% of 220,000 active;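 active = inhibition of 50% or more in the single-dose primary screen; inactive = inhibition below 50%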
* hit, by the source's call; [ ] = dose if it differs, or a comment.

For O=C(COC(=O)c1ccc([N+](=O)[O-])o1)Nc1cccc2ccccc12 the results were RBBP9 inh -6, EBV gp42 inh -8, Runt-CBFb FRET 0, p97 ATPase inh 4, m-calpain inh -68, Furin inhibitor -21, NCF1 inh 15, Runt-SMMHC FRET -3 and Tb hexokinase -3.
For CCOc1ccc(S(=O)(=O)N(C)c2ccc(OCC(=O)NCc3cccnc3)cc2)cc1 the results were RBBP9 inh -3, EBV gp42 inh -11, Runt-CBFb FRET -4, p97 ATPase inh 1, m-calpain inh 6, Furin inhibitor -33, NCF1 inh 5, Runt-SMMHC FRET 0 and Tb hexokinase 2.
For COc1cc(NC(=S)NC(=O)c2ccccc2F)ccc1NC(=O)c1ccco1 the results were RBBP9 inh 0, EBV gp42 inh -10, Runt-CBFb FRET 1, p97 ATPase inh 1, m-calpain inh 4, Furin inhibitor -16, NCF1 inh 22, Runt-SMMHC FRET 3 and Tb hexokinase -7.
Screening COCC(=O)OCC(=O)Nc1ccccc1-c1ccccc1 returned RBBP9 inh -5, EBV gp42 inh -6, Runt-CBFb FRET 1, p97 ATPase inh 3, m-calpain inh -27, Furin inhibitor -18, NCF1 inh 0, Runt-SMMHC FRET 2 and Tb hexokinase -10.
For COc1c(C(=O)NCCSC(C)(C)C)ccc2ccccc12 the results were RBBP9 inh 0, EBV gp42 inh -8, Runt-CBFb FRET -4, p97 ATPase inh -10, m-calpain inh 29, Furin inhibitor -3, NCF1 inh -8, Runt-SMMHC FRET 2 and Tb hexokinase 34.
For CCN1CCN(C(c2cccs2)C(C)NC(=O)c2cccc(OC)c2OC)CC1 (stereo not drawn) the results were RBBP9 inh -8, EBV gp42 inh -29, Runt-CBFb FRET 2, p97 ATPase inh -1, m-calpain inh 12, Furin inhibitor -25, NCF1 inh -14, Runt-SMMHC FRET -4 and Tb hexokinase 2.
For Cc1nc2ccccc2c2oc(C(=O)N3CCC(N4CCCCC4)CC3)cc12 the results were RBBP9 inh 0, EBV gp42 inh -24, Runt-CBFb FRET 1, p97 ATPase inh 3, m-calpain inh -24, Furin inhibitor -7, NCF1 inh -41, Runt-SMMHC FRET 1 and Tb hexokinase -7.
For COc1cccc(C(CC(=O)Nc2cccc3ccccc23)NC(=O)c2ccccc2)c1 (stereo not drawn) the results were RBBP9 inh -13, EBV gp42 inh -18, Runt-CBFb FRET 1, p97 ATPase inh -4, m-calpain inh 40, Furin inhibitor -15, NCF1 inh -3, Runt-SMMHC FRET -1 and Tb hexokinase 13.
For NS(=O)(=O)c1ccc(NC(=O)CN2CCCN(S(=O)(=O)c3ccc(F)cc3)CC2)cc1 the results were RBBP9 inh -2, EBV gp42 inh 5, Runt-CBFb FRET -2, p97 ATPase inh 6, m-calpain inh -2, Furin inhibitor -28, NCF1 inh 5, Runt-SMMHC FRET 2 and Tb hexokinase -4.
Cc1cc2c(cc1C)C(c1ccccc1Br)CC(=O)N2 (stereo not drawn) was read as RBBP9 inh 2, EBV gp42 inh -10, Runt-CBFb FRET -3, p97 ATPase inh 3, m-calpain inh -5, Furin inhibitor -26, NCF1 inh -9, Runt-SMMHC FRET -4 and Tb hexokinase -8.
COc1ccc(Cc2nnc(Nc3ccc(C)cc3C)[nH]c2=O)cc1 was read as RBBP9 inh -10, EBV gp42 inh -7, Runt-CBFb FRET -1, p97 ATPase inh -1, m-calpain inh 26, Furin inhibitor -15, NCF1 inh -20, Runt-SMMHC FRET 0 and Tb hexokinase 3.
`COc1ccc(-c2nc3c(c(=O)[nH]c(=O)n3Cc3ccccc3)n2Cc2ccccc2)cc1` gave RBBP9 inh 2, EBV gp42 inh -5, Runt-CBFb FRET 0, p97 ATPase inh 3, m-calpain inh -313, Furin inhibitor -10[20 µM], NCF1 inh -50, Runt-SMMHC FRET 0 and Tb hexokinase 3.
`CCN1CCN(C(=S)c2ccc(Cl)c(Cl)c2)CC1` gave RBBP9 inh 4, EBV gp42 inh -14, Runt-CBFb FRET 37, p97 ATPase inh -4, m-calpain inh -21, Furin inhibitor -7[20 µM], NCF1 inh -2, Runt-SMMHC FRET 46 and Tb hexokinase -10.
Screening Cn1c(CNC(=O)c2ccco2)nnc1SCC(=O)Nc1cccc(Br)c1 returned RBBP9 inh -7, EBV gp42 inh -31, Runt-CBFb FRET -3, p97 ATPase inh 5, m-calpain inh -20, Furin inhibitor -16[20 µM], NCF1 inh -14, Runt-SMMHC FRET 2 and Tb hexokinase 0.
Screening COc1ccc(CNC(=O)c2ccc(CN3CCOCC3)cc2)cc1 returned RBBP9 inh -10, EBV gp42 inh 5, Runt-CBFb FRET 2, p97 ATPase inh -1, m-calpain inh -24, Furin inhibitor -17[20 µM], NCF1 inh -4, Runt-SMMHC FRET 1 and Tb hexokinase 4.
CC(C)(C)C(=O)CN1C(=O)C2(OCCO2)c2ccccc21 was read as RBBP9 inh -5, EBV gp42 inh -9, Runt-CBFb FRET -2, p97 ATPase inh 2, m-calpain inh 6, Furin inhibitor -28, NCF1 inh -14, Runt-SMMHC FRET 0 and Tb hexokinase 1.
`CCC(=O)N1CCc2cc(S(=O)(=O)CCC(=O)NCCC3=CCCCC3)ccc21` gave RBBP9 inh -9, EBV gp42 inh 25, Runt-CBFb FRET -2, p97 ATPase inh -6, m-calpain inh -2, Furin inhibitor -1, NCF1 inh -13, Runt-SMMHC FRET 1 and Tb hexokinase 68*.
O=C1OCC=C1NNC(=O)c1cccnc1 was read as RBBP9 inh -7, EBV gp42 inh -4, Runt-CBFb FRET -1, p97 ATPase inh -2, m-calpain inh 21, Furin inhibitor -26, NCF1 inh active, Runt-SMMHC FRET 9 and Tb hexokinase -15.
For CN(C(=O)c1ccccn1)c1nnc(-c2ccccn2)s1 the results were RBBP9 inh 4, EBV gp42 inh -6, Runt-CBFb FRET -4, p97 ATPase inh 4, m-calpain inh -148, Furin inhibitor -15, NCF1 inh -9, Runt-SMMHC FRET 2 and Tb hexokinase -12.
`C/C(N)=C(/C#N)C(=O)COC(=O)c1cc(-c2cccc(Br)c2)nc2ccccc12` gave RBBP9 inh -5, EBV gp42 inh -7, Runt-CBFb FRET -4, p97 ATPase inh -1, m-calpain inh 5, Furin inhibitor -11, NCF1 inh -41, Runt-SMMHC FRET -9 and Tb hexokinase -12.
`Cc1csc(NC(=O)CN(C)S(=O)(=O)c2cccc3cccnc23)n1` gave RBBP9 inh -4, EBV gp42 inh 7, Runt-CBFb FRET 3, p97 ATPase inh -2, m-calpain inh -4, Furin inhibitor -19, NCF1 inh 0, Runt-SMMHC FRET -2 and Tb hexokinase -1.
For O=C(O)c1cccnc1Sc1ccccc1 the results were RBBP9 inh -6, EBV gp42 inh -3, Runt-CBFb FRET -2, p97 ATPase inh 3, m-calpain inh 9, Furin inhibitor -2, NCF1 inh 0, Runt-SMMHC FRET 1 and Tb hexokinase 35.
`O=C(CCN1C(=O)c2ccc([N+](=O)[O-])cc2C1=O)Nc1nccs1` gave RBBP9 inh -10, EBV gp42 inh -16, Runt-CBFb FRET -1, p97 ATPase inh 5, m-calpain inh -22, Furin inhibitor -23, NCF1 inh -2, Runt-SMMHC FRET 2 and Tb hexokinase -2.
For C=C(Cl)COC(=O)[C@H]1C2C=CC(C2)C1C(=O)O (stereo partly drawn) the results were RBBP9 inh -2, EBV gp42 inh 0, Runt-CBFb FRET -1, p97 ATPase inh 5, m-calpain inh -3, Furin inhibitor -12[20 µM], NCF1 inh -6, Runt-SMMHC FRET 6 and Tb hexokinase 0.
NC(=O)c1ccc(C(F)(F)F)n(Cc2cccc(Cl)c2)c1=O was read as RBBP9 inh -15, EBV gp42 inh -16, Runt-CBFb FRET -3, p97 ATPase inh -3, m-calpain inh -5, Furin inhibitor 12[20 µM], NCF1 inh -2, Runt-SMMHC FRET -32 and Tb hexokinase 5.
COc1ccc(Cl)cc1NC(=O)CN1CCCC1 was read as RBBP9 inh 1, EBV gp42 inh -9, Runt-CBFb FRET -1, p97 ATPase inh 7, m-calpain inh -1, Furin inhibitor -28, NCF1 inh 2, Runt-SMMHC FRET 1 and Tb hexokinase -1.
Screening O=C(NCC1CCCO1)c1cc(C(=O)c2ccc(Cl)cc2Cl)c[nH]1 (stereo not drawn) returned RBBP9 inh -3, EBV gp42 inh -13, Runt-CBFb FRET 1, p97 ATPase inh 1, m-calpain inh 28, Furin inhibitor -13, NCF1 inh 1, Runt-SMMHC FRET 0 and Tb hexokinase -2.
Screening O=C(c1ccc(Cl)c(S(=O)(=O)N2CCCC2)c1)N1CCN(c2ccccc2F)CC1 returned RBBP9 inh -2, EBV gp42 inh -5, Runt-CBFb FRET -1, p97 ATPase inh 0, m-calpain inh -2, Furin inhibitor -21, NCF1 inh 0, Runt-SMMHC FRET -2 and Tb hexokinase -11.
Screening Cc1cccc(C(=O)N/N=C/c2ccc[nH]2)c1 returned RBBP9 inh -6, EBV gp42 inh 7, Runt-CBFb FRET -5, p97 ATPase inh 1, m-calpain inh 28, Furin inhibitor 1, NCF1 inh -10, Runt-SMMHC FRET -18 and Tb hexokinase -40.
For COc1ccc(C(=O)c2c(C)oc3cc([N+](=O)[O-])c(O)c([N+](=O)[O-])c23)cc1 the results were RBBP9 inh -3, EBV gp42 inh -3, Runt-CBFb FRET -4, p97 ATPase inh -5, m-calpain inh 14, Furin inhibitor -15, NCF1 inh -8, Runt-SMMHC FRET -5 and Tb hexokinase -16.
Screening O=c1c2cc(-c3ccccc3)sc2nc2n1N=C(c1ccccc1)CS2 returned RBBP9 inh -7, EBV gp42 inh 1, Runt-CBFb FRET 5, p97 ATPase inh -2, m-calpain inh 0, Furin inhibitor 9, NCF1 inh 9, Runt-SMMHC FRET -10 and Tb hexokinase -1.
CC(=O)Cc1cc(=O)c2c(C)cc(O)c(C3OC(CO)C(O)C(O)C3O)c2o1 (stereo not drawn) was read as EBV gp42 inh -11, Runt-CBFb FRET 2, m-calpain inh -49, Furin inhibitor -26, NCF1 inh -8, Runt-SMMHC FRET -3 and Tb hexokinase -43.
COc1ccc(-c2cc3nc(C)cc(NCCO)n3n2)cc1 was read as RBBP9 inh -8, EBV gp42 inh -6, Runt-CBFb FRET -3, p97 ATPase inh 1, m-calpain inh -67, Furin inhibitor -29, NCF1 inh -7, Runt-SMMHC FRET 4 and Tb hexokinase -7.
For O=C(NCc1ccc(Cl)cc1)C1CCN(S(=O)(=O)c2cc([N+](=O)[O-])ccc2Cl)CC1 the results were RBBP9 inh -7, EBV gp42 inh -25, Runt-CBFb FRET 1, p97 ATPase inh 7, m-calpain inh 18, Furin inhibitor -17, NCF1 inh -3, Runt-SMMHC FRET -5 and Tb hexokinase 6.
N#CC1(C#N)C(C(=O)C23CC4CC(CC(C4)C2)C3)C12CCOCC2 (stereo not drawn) was read as RBBP9 inh -2, EBV gp42 inh -16, Runt-CBFb FRET -1, p97 ATPase inh 7, m-calpain inh 10, Furin inhibitor -16, NCF1 inh -6, Runt-SMMHC FRET 2 and Tb hexokinase 4.
`Cc1ccc(-c2noc(CN(C(=O)c3cccc(Br)c3)C(C)C)n2)cc1` gave RBBP9 inh -12, EBV gp42 inh -12, Runt-CBFb FRET -3, p97 ATPase inh -10, m-calpain inh 25, Furin inhibitor 3, NCF1 inh -5, Runt-SMMHC FRET 0 and Tb hexokinase -2.
CCOC(=O)c1cnn(-c2sc(C(=O)OCC)c(C)c2C(=O)OCC)c1N was read as RBBP9 inh -4, p97 ATPase inh -3, Furin inhibitor -19[20 µM] and Tb hexokinase -2.
